Screening data (PubChem BioAssay)
ERAP1 HTS inh – blocks human ERAP1 aminopeptidase activity; Q9NZ08; recombinant ERAP1, Leu-AMC fluorescence, 60 min; inhibition, % at 10.7 µM; 340,000 tested, 0.15% active; AID 652197;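 active = mean replicate inhibition of at least 30%, or all replicates individually reaching that 30% level; inactive = mean below 30% and not every replicate reaching it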;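 also: 0% = neutral control wells and 100% = L-leucinethiol positive control wells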
Target sequence (Q9NZ08 whole entry, looked up): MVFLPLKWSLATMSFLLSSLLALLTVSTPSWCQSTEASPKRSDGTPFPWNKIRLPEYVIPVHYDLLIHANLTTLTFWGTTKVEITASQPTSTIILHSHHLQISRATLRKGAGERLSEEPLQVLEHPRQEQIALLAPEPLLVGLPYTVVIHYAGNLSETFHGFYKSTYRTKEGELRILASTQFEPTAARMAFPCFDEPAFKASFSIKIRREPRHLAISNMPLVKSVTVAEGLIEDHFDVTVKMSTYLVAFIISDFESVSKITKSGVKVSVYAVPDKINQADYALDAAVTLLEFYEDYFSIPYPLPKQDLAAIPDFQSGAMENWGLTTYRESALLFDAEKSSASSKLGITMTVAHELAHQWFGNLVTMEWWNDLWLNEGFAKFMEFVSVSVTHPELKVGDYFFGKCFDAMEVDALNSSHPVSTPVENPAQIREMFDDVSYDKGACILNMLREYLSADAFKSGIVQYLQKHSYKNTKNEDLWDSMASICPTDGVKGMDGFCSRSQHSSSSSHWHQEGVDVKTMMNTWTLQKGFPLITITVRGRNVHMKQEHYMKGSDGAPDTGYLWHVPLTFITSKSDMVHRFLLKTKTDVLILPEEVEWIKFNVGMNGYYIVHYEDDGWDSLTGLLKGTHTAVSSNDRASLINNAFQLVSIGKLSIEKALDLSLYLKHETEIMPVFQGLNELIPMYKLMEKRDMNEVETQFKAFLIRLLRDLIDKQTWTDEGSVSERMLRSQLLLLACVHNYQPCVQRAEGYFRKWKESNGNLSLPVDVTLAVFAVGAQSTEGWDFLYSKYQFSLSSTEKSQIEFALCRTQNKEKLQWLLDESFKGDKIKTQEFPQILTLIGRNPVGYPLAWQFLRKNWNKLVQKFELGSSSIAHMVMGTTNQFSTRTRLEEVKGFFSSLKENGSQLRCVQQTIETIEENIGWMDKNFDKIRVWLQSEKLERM
RAD52 anneal inh – inhibitors of human RAD52 DNA annealing; inhibition, % at 18.7 µM; recombinant RAD52 DNA annealing, FRET fluorescence; AID 651710; P43351; 360,000 tested, 0.46% active;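 active = every replicate showing at least 50% inhibition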
XiGFP reactiv – activators of X-chromosome reactivation in mouse fibroblasts; XiGFP mouse fibroblasts, % GFP-positive cells imaging, 3 d; cells co-treated with 5-aza-dC sensitizer; scaled so ellipticine positive control = 100%; activation, % at 7.58 µM; 360,000 tested, 0.055% active; AID 743238;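 active = mean normalized replicate activation at least 10% and every replicate at or above 10%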;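 also: 0% = median of on-plate neutral control wells and 100% = ellipticine 6 µM median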
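material = 68-5-11 XiGFP fibroblast line | medium = DMEM plus 5-aza-dC sensitizer | schedule = 3 days compound exposure | benchmarks = positive control ellipticine, 6 µM final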
E-sel inducer – induces E-selectin expression in human endothelial cells; P16581; AID 686992; activation, % at 7.58 µM; 260,000 tested, 0.37% active; HUVEC E-selectin immunofluorescence imaging; normalized: neutral wells 0, TNF-alpha wells 100;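 active = mean E-selectin-positive cell signal at least 10% of the positive control, reached in at least 60% of replicates, without over 20% cell loss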;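 also: in these data hits start at about 27%; measured in HUVEC primary endothelial cells; signal is the percent of cells scored E-selectin positive by PE staining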
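Test system: HUVEC; input: 3,000 HUVEC/well; measured by: immunofluorescence imaging; read-out: % PE-positive cells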
esBAF inh – SWI/SNF esBAF complex inhibition; 350,000 tested, 2% active; mouse ES cells, Bmi1-luciferase knock-in reporter, 24 h; 100% = twice the neutral-well signal; reporter increase, % at 12.5 µM; in the data active = activation above about 40%;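 also: 0% = median of the plate's neutral control wells and 100% = double that signal; a rise in the Bmi1 reporter signal indicates esBAF inhibition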
S100A4 MyoIIA – inhibitors of human S100A4 binding to myosin IIA peptide; 360,000 tested, 0.14% active; S100A4/TAMRA-MyoIIA peptide fluorescence polarization; inhibition, % at 10.7 µM; P26447;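 active = mean inhibition of at least 70% across replicates, with every replicate also reaching that level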
Target sequence (P26447 whole entry, looked up): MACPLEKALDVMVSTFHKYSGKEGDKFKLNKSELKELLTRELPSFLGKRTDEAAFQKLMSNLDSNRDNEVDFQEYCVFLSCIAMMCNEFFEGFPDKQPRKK
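Test system: S100A4 monomer protein; Medium: HEPES pH 7.2 with CaCl2, KCl, NaCl, DTT, Triton; Probe or stimulus: TAMRA-labelled myosin IIA heavy-chain peptide probe, 5 nM; Doses: one dose per compound; Times: polarization read 5 min after assay mix addition, stable 5–60 min; Benchmarks: neutral control DMSO, positive control TFP.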
RAD54 branch – inhibitors of human RAD54 branch migration | Q92698 | RAD54 Holliday junction branch migration, FAM/BHQ fluorescence | inhibition, % at 10.4 µM | 360,000 tested, 0.14% active | AID 602329;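 active = mean normalized replicate activity at least 40 and at least half of replicates scoring 40 or more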;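 also: 0% = median of neutral control wells and 100% = median of positive control wells; inhibitors cause a drop in the FAM fluorescence signal; in these data hits start at about 50%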
ERp5 inh – inhibitors of human ERp5 | Q15084 | inhibition, % at 9.99 µM | ERp5 insulin aggregation, absorbance 650 nm, 90 min | 350,000 tested, 0.05% active;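 active = mean replicate inhibition above about 25%, with every replicate also reaching it, limit read from the data, passing the limit was not always enough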
The depositor's hits bear a star; i = inactive; . = not tested or not shown; & = joins results of further samples.

item	SMILES	ERAP1 HTS inh	RAD52 anneal inh	XiGFP reactiv	E-sel inducer	esBAF inh	S100A4 MyoIIA	RAD54 branch	ERp5 inh
1	C[C@H](CO)N1C[C@H](C)[C@@H](CN(C)CC2CC2)Oc2ccc(NS(C)(=O)=O)cc2CC1=O	3.7	-6.9	0.0	-0.1	3.7	6.5	-3.2	7.4
2	COc1ccc(C#Cc2cnc3c(c2)C(=O)N([C@H](C)CO)C[C@H](C)[C@H](CN(C)C(C)=O)O3)cc1	1.5	0.9	0.3	-0.7	-2.2	-4.2	-3.0	-2.3
3	COc1ccccc1C(=O)N(CCC1CCCN1C)c1nc2ccccc2s1 (configuration not stated)	0.4	-3.1	-0.1	1.3	.	0.3	.	8.9
4	CC(C)NC(=O)Nc1ccc2c(c1)CC(=O)N([C@@H](C)CO)C[C@H](C)[C@H](CN(C)C(=O)Nc1ccc(C(F)(F)F)cc1)O2	0.6	12.3	-0.8	0.9	2.9	-2.0	-0.2	2.2
5	COc1ccc2c3c([nH]c2c1)[C@H](CO)NCC31CCN(C(=O)Cc2cccnc2)CC1	-2.6	12.1	0.0	-0.3	.	-3.2	.	2.5
6	C[C@H](CO)N1C[C@H](C)[C@@H](CN(C)C(=O)NC2CCCCC2)Oc2ccc(NC(=O)C3CCCCC3)cc2C1=O	4.6&-1.0	8.5&-15.2	-0.4&0.2	-0.1&-0.2	0.7&1.1	-4.4&-2.6	-4.4&-1.4	-4.4&6.8
7	O=C(c1ccncc1)N1CC(=O)N2[C@H](C1)[C@@H](c1ccc(-c3cccnc3)cc1)[C@@H]2CO	1.6	-9.7	0.1	-0.2	.	-15.2	.	6.8
8	O=C(C[C@@H]1C[C@@H]2c3cc(NC(=O)Nc4ccc(F)cc4)ccc3O[C@@H]2[C@H](CO)O1)NCC1CC1	.	.	0.0	0.2	0.8	.	-0.2	.

Profiles as entered above. Values in the order: ERAP1 HTS inh, RAD52 anneal inh, XiGFP reactiv, E-sel inducer, esBAF inh, S100A4 MyoIIA, RAD54 branch, ERp5 inh
Results for `O=C(C[C@@H]1C[C@@H]2c3cc(NC(=O)Nc4ccc(F)cc4)ccc3O[C@@H]2[C@H](CO)O1)NCC1CC1` = ., ., 0.0, 0.2, 0.8, ., -0.2, .
Results for `O=C(c1ccncc1)N1CC(=O)N2[C@H](C1)[C@@H](c1ccc(-c3cccnc3)cc1)[C@@H]2CO` = 1.6, -9.7, 0.1, -0.2, ., -15.2, ., 6.8
Results for `C[C@H](CO)N1C[C@H](C)[C@@H](CN(C)CC2CC2)Oc2ccc(NS(C)(=O)=O)cc2CC1=O` = 3.7, -6.9, 0.0, -0.1, 3.7, 6.5, -3.2, 7.4

The results go on:
item	SMILES	ERAP1 HTS inh	RAD52 anneal inh	XiGFP reactiv	E-sel inducer	esBAF inh	S100A4 MyoIIA	RAD54 branch	ERp5 inh
9	C[C@@H]1CCCCO[C@@H](CN(C)Cc2ccc(C(F)(F)F)cc2)[C@H](C)CN([C@@H](C)CO)C(=O)c2cc(NC(=O)NC3CCCCC3)ccc2O1	0.4	-19.4	0.1	0.0	10.5	2.5	0.3	6.2
10	CN(C)c1ccc(-c2ccnc3c2CC(C)(C(=O)Nc2ccc4c(c2)OCO4)O3)cc1 (configuration not stated)	-3.1	8.9	0.0	-2.9	-6.2	-5.9	15.4	2.4
11	COc1cccc(CN(C)C[C@H]2OCc3ccccc3-c3c(n(C)c4ccccc34)C(=O)N([C@H](C)CO)C[C@H]2C)c1	-1.5	-6.0	-0.2	-0.7	.	9.9	.	2.0
12	COc1cc(/C=C2\SC(=S)N(NC(=O)c3ccc(O)cc3)C2=O)ccc1O	1.7	i	-0.1	0.0	.	0.8	.	2.2
13	CCCNC(=O)c1ccccc1NC(=O)c1ccc2c(c1)NC(=O)C(C)S2 (configuration not stated)	-5.7	-1.2	0.1	0.1	.	-0.9	0.5	5.9
14	Cc1ccc(S(=O)(=O)N[C@H]2CC[C@H](CCn3cc(C4CCCC4)nn3)O[C@H]2CO)cc1	2.3	1.8	-0.1	0.0	2.4	-100.1	-12.7	-0.9
15	O=C(c1ccc(C(F)(F)F)n(Cc2ccc(Cl)cc2)c1=O)N1CCOCC1	-1.1	-13.8	0.0	0.0	-11.4	-15.1	-11.5	-2.8
16	Cc1cccc(CNC(=O)C2CCC(=O)N(C3CCCC3)C2)c1 (configuration not stated)	2.6	-2.5	0.4	2.1	-8.1	-9.6	2.5	1.6
17	Cc1cccc(NC(=O)/C=C/c2ccc3c(c2)OCO3)n1	.	.	0.0	-0.2	9.4	.	-4.2	.
18	O=C(c1cnn(C(=O)c2ccco2)c1)c1cc(F)ccc1O	-6.4	-15.2	0.1	.	-1.9	2.1	.	-6.6
19	C[C@H](CO)N1C[C@H](C)[C@@H](CN(C)Cc2ccc(C(F)(F)F)cc2)OCCCC[C@H](C)Oc2ccc(N(C)C)cc2C1=O	1.2	-22.8	-0.7	1.4	-3.6	10.4	0.6	0.2
20	COc1ccccc1NC(=O)C(C)OC(=O)C(C)SCC(=O)Nc1ccc(C)cc1 (configuration not stated)	2.6	-8.0	0.0	-0.1	5.9	-5.3	1.4	-1.8
21	Cc1ccc(NC(=S)N2CCCC2)cc1	2.0	0.7	-0.1	.	.	18.5	-1.3	-3.2
22	COc1cccc(CNc2ccccc2O)c1OCc1ccccc1F	9.9	-5.7	0.0	.	-5.9	1.8	-4.0	-3.4
23	O=C(N/N=C\c1ccncc1)c1ccc(Br)s1	-6.4	-15.4	0.1	0.9	2.8	-1.2	-19.0	2.5
24	O=C(CCn1cncn1)N1CCCC(N2CCN(c3cccc(C(F)(F)F)c3)CC2)C1 (configuration not stated)	-0.7	-2.1	0.4	0.4	-1.9	-5.1	-2.1	-5.3
25	c1ccc(CN2CCOCCOCCOCCOCC2)cc1	4.9	-13.6	0.0	8.8	.	-3.8	.	0.5
26	CCC(=O)N[C@@H]1C=C[C@@H](CC(=O)NCc2ccc(OC)cc2)O[C@@H]1CO	1.5	-4.8	-0.1	-0.4	3.0	9.8	1.8	3.6
27	CC[C@](C)(O)c1cc2ccccc2c(=O)o1	-1.4	-5.5	-0.1	-0.1	2.6	-2.5	-6.5	2.1
28	C[C@@H]1CN([C@H](C)CO)C(=O)c2cc(C#CCC3CCCC3)cnc2O[C@@H]1CN(C)C(=O)CN(C)C	-0.4	32.2	-0.3	0.2	-0.6	-7.4	5.9	-5.9
29	Cc1ccc(C)c(OCC(=O)NC2CCCCCC2)c1	1.9	-8.4	0.3	-0.1	11.9	-0.5	-6.8	-4.7
30	CCc1cc2c(nc1CC)CCCN2S(=O)(=O)c1ccccc1	-0.3	-13.2	0.3	0.1	.	-1.2	.	2.9
31	C=CCNc1cc(C)oc(=O)c1C(=O)CC	-4.6	-7.7	0.0	5.2	.	2.6	.	-5.2
32	CC(C)CCNC(=O)c1ccccc1NC(=O)C1=CSCCO1	-2.7	20.7	0.3	.	-0.6	0.6	-10.6	4.3
33	CS(=O)(=O)N1CCC(Oc2ccccc2C(=O)N2CCC[C@H]2CO)CC1	-4.0	-13.3	0.1	0.0	4.8	-1.7	9.0	3.1
34	COc1ccccc1NC(=O)COC(=O)c1ccc(N2CCCC2=O)cc1	-1.8	-9.5	0.1	.	-1.3	12.8	7.5	2.8
35	COc1ccc(OC)c(NC(=O)c2ccc(OCC(=O)N3CCOCC3)c(OC)c2)c1	-4.0	0.3	-0.8	-0.9	-2.9	-1.6	1.5	-11.8
36	COc1ccc(NC(=S)N2CCN(C(=O)C3CCCO3)CC2)c(OC)c1 (configuration not stated)	-4.8	-2.5	0.2	-0.2	.	2.3	.	2.4
37	COc1cc(OC)nc(Nc2nc(C(N)Cc3ccc(C(F)(F)F)cc3)cs2)n1 (configuration not stated)	-1.1	-29.4	0.5	0.0	-6.4	-4.2	1.1	1.2
38	CC(C)CN(C(=O)CN1CCN(c2ccc(O)cc2)CC1)c1c(N)n(CC(C)C)c(=O)[nH]c1=O	2.1	-17.5	-0.1	-0.2	.	7.7	.	8.7
39	COCC#Cc1ccc([C@H]2[C@@H](CO)N3C(=O)CN(C(=O)C4CCOCC4)C[C@@H]23)cc1	0.5	-17.4	0.3	-0.1	.	20.9	.	4.4
40	COc1cccc2c1Oc1ncccc1N(C(=O)CCC(=O)NCc1ccccc1Cl)C2	-1.0	-18.6	0.1	-0.2	4.9	-0.4	-11.3	0.7
41	COc1ccc(NC(=O)/C=C/c2ccc(OC(F)F)cc2)cn1	1.6	-19.3	0.1	-0.1	-21.9	-0.7	6.0	0.0
42	Cc1ccc(S(=O)(=O)c2nnn3c2nc(N2CCC(C(N)=O)CC2)c2ccccc23)cc1	3.4	-11.6	0.0	.	-0.1	1.4	-8.3	.
43	CCc1ccc(C(=O)CSc2nc(C)cc(=O)[nH]2)cc1	-7.7	-15.3	0.0	-0.8	.	0.6	.	-2.4
44	CCn1c(/C=C/c2ccc(F)cc2)nc2ccccc2c1=O	2.4	6.0	0.2	.	-6.5	3.8	-8.4	1.7
45	COc1ccc2[nH]c3c(N4CCc5ccccc5C4)ncnc3c2c1	3.1	1.3	0.7	-5.0	.	2.9	6.2	4.3
46	Cc1cc(C)cc(N(CC(=O)N2CC=C(c3ccccc3)CC2)S(=O)(=O)c2c(C)noc2C)c1	.	-14.5	0.2	.	3.9	-2.4	-14.4	10.0
47	CCOC(=O)C1CCCN(C(=O)c2ccc(-c3ccccc3Cl)o2)C1 (configuration not stated)	2.6	-5.5	0.1	.	.	-5.5	-12.0	-1.1
48	O=C(NCCc1ccccc1)c1ccc(-c2ccc(F)cc2)o1	3.9	-22.3	-0.1	6.0	4.5	3.8	4.7	-5.0
49	O=C(Cc1ccc(NC(=O)C2CCCN(C(=O)c3ccccc3)C2)cc1)Nc1cccc(C(=O)N2CCCCC2)c1 (configuration not stated)	0.0	-79.4	0.1	0.1	.	1.2	.	6.1
50	C[C@H](CO)N1C[C@H](C)[C@H](CN(C)C(=O)c2ccccc2)Oc2ncc(C#Cc3ccccc3)cc2C1=O	0.0	6.4	0.1	0.1	-2.6	4.1	-10.1	-3.2
51	CCOc1ccc(CNC(=S)N/N=C/c2cccnc2)cc1	-3.1	-6.7	0.4	.	.	0.2	.	2.1
52	O=C(COC(=O)Cn1[nH]c(=O)c2ccccc2c1=O)Nc1c(Cl)cccc1C(F)(F)F	0.6	-12.7	0.0	.	-6.8	1.8	-4.7	0.8
53	O=C(Nc1ccc2ncccc2c1)c1ccccc1	4.9	-8.3	0.1	.	-4.8	2.8	-8.5	-4.3
54	CCC(=O)N/C(=N/c1nc(C)cc(C)n1)Nc1ccccc1	-1.8	-23.2	0.0	0.2	-0.2	-2.2	-3.3	-6.7
